Source: PubChem (National Center for Advancing Translational Sciences (NCATS))
ASM inhibitor: Inhibitors of Secretory Acid Sphingomyelinase (S-ASM): qHTS. Sphingomyelin phosphodiesterase (Homo sapiens), P17405. placental ASM, HMU-PC fluorogenic substrate, 60 min. Potency, µM (series often up to 57.5 µM), inactives show at the highest dose activity change, negative = inhibition, most hits filed as inhibitors. actives 0.006% (n = 340,000); note: potency is the fitted concentration of half-maximal effect
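Human placenta-derived ASM preincubated with compound 10 min at room temperature, then reacted with 9 uM (final) fluorogenic HMU-PC substrate for 60 min at 37 C. Stop solution raises pH to 10; fluorescence read at Ex 386/Em 447 nm.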
TSHR antagonist: Antagonists of the Thyroid Stimulating Hormone Receptor: HTS campaign. Thyrotropin receptor (Homo sapiens), P16473. TSHR-expressing cells, TSH-stimulated cAMP HTRF, 2 h; stronger effect = lower value. activity change, negative = inhibition, % at 11.5 µM. actives 0.2% (n = 330,000). AID 504810, 2011;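 active = activity change below a set negative limit, meaning inhibition stronger than a set level, cut at about -70% in these data; inconclusive = activity change between two set negative limits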; note: % is set by controls: 0 for no effect and ±100 for the full control effect
Target sequence (P16473 whole entry, looked up): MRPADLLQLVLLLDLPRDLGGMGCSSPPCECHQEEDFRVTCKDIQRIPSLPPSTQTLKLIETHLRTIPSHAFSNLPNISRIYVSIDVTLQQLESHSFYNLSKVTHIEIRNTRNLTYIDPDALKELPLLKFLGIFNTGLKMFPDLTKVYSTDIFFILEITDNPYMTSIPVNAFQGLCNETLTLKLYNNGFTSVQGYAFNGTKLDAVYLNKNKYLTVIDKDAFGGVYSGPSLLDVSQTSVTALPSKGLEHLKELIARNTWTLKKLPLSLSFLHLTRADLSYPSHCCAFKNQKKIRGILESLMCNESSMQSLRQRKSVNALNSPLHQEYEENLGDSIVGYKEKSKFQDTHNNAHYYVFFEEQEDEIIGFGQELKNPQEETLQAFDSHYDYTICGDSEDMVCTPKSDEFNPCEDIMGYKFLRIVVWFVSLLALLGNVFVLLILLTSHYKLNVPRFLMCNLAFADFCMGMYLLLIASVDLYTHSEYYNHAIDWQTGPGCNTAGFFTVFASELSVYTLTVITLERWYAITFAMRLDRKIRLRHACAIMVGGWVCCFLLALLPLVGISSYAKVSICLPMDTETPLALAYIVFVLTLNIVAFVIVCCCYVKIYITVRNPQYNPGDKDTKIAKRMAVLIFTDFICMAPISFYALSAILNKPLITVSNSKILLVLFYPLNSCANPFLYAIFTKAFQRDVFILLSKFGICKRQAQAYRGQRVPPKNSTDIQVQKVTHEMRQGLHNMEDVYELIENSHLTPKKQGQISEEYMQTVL
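TSHR-expressing cells were treated with compounds, then stimulated with TSH at EC80 (4nM final) for 2 hours at 37 deg C. Cellular cAMP was measured by HTRF competition between lysate cAMP and cAMP-d2 for a cryptate-labelled anti-cAMP antibody.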
Eya2 phos inh: qHTS Assay for Inhibitors of the Phosphatase Activity of Eya2; Protein phosphatase EYA2 (Homo sapiens), O00167; recombinant Eya2, OMFP fluorescence dephosphorylation (OMFP is methylfluorescein phosphate); Potency, µM (titrated, usually from 76.9 µM), for inactives: top-dose activity, negative = inhibition, usual class: inhibitors; actives 0.006% (n = 330,000); note: potency is the fitted concentration of half-maximal effect; % is set by controls: 0 for no effect and ±100 for the full control effect
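Eya2 protein (added as 0.2 uM solution) was preincubated with compound for 10 min at ambient temperature in 50 mM HEPES pH 7.5, 50 mM NaCl, 5 uM MgCl2, 0.05% BSA, 1 mM DTT. OMFP (added at 50 uM) then reacted 10 min; fluorescence read at 485/525 nm.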
Integrin act MD: qHTS for Activators of Integrin-Mediated Alleviation for Muscular Dystrophy. alpha7betagal myoblasts, beta-gal FDG fluorescence, 48 h. Potency, µM (series often up to 38.3 µM), for the others: at the top dose activation, most hits filed as activators. actives 0.064% (n = 350,000). AID 624291, 2012;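 note: potency is the fitted concentration of half-maximal effect; 100% = response of the positive control SU9516; nearly all actives have a fitted effect of over 60% in size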
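alpha7betagal+/- myoblasts (passage 13, 250/well) treated 48 h at 37C with compounds at 1:260 dilution of DMSO stock. Lysed, then beta-galactosidase activity read as FDG fluorescence (ex 480/em 540) after 30 min, with pre-read for autofluorescence.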
ELG1 repair inh: qHTS screen for small molecules that inhibit ELG1-dependent DNA repair in human embryonic kidney (HEK293T) cells expressing luciferase-tagged ELG1 | HEK293T ELG1-luciferase reporter, luminescence, 16 h; DNA damage induced by 5-fluorouridine | actives 2.3% (n = 330,000) | Potency, µM (highest dose often 46.1 µM), for inactives: top-dose activity change, negative = inhibition, actives largely listed as inhibitors; note: potency is the fitted concentration of half-maximal effect; % is set by controls: 0 for no effect and ±100 for the full control effect; nearly all actives have a fitted effect of over 55% in size
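Step one: seed 2,000 cells per well. Step two: pin-transfer compound or DMSO alongside 5-fluorouridine. Step three: incubate 16 hr, 37 °C, 5% CO2. Step four: add ONE-Glo, wait 30 min, read luminescence.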
BCR signal inh: qHTS Assay to Find Inhibitors of Chronic Active B-Cell Receptor Signaling | ABC-DLBCL IkBa-CBG/CBR reporter, luminescence ratio, 4 h | Potency, µM (doses to about 46.1 µM), for inactives: at the highest dose ratio change, negative = lower green/red ratio, actives largely listed as inhibitors | actives 0.05% (n = 340,000); active = well fitted inhibition curve with a large enough effect in the signal ratio, with a control signal flat, not every such curve was filed as active; inconclusive = small, poorly fitted or top-dose-only effect, or effect the other way, or a change in a side signal; the % refers to the signal ratio;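 note: potency is the fitted concentration of half-maximal effect; plate controls were basal doxycycline-induced cells for no effect and cells given 10 µM MG132 for full effect; MG132 reads +100%, hits lower the ratio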
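Cell line TMD8 (human ABC DLBCL), stably expressing tet-inducible CBG68-IkBa fusion and CBR; IMDM/0.5% FBS; cpd up to 46 uM; dox induction, 4 h, 37C/5% CO2; dual luminescence; green/red ratio; MG132 control.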
TCR act: Activators of T cell receptors: qHTS campaign; 330,000 tested, under 10 active; Potency, µM (titrated, usually from 9.22 µM), for inactives: top-dose activation of IL-2 secretion, actives largely listed as activators; primary human leukocytes, anti-CD3, IL-2 HTRF, 48 h; AID 504894, 2011; note: % of control where 0% means no effect
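Compounds are tested in HTS on primary human leukocytes co-incubated with a-CD3 beads for 48 hr. IL-2 output is measured by time-resolved FRET.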
AT treatment: qHTS Assay for Identifying a Potential Treatment of Ataxia-Telangiectasia; […] A-T fibroblasts, KAP-1 phosphorylation AlphaLISA; neocarzinostatin DNA damage 30 min before lysis; actives 0.19% (n = 320,000); Potency, µM (titrated, usually from 57.5 µM), without a hit: at the top dose activation, hits mostly activators; note: potency is the fitted concentration of half-maximal effect; % of control where 0% means no effect; nearly all actives have a fitted effect of over 45% in size
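ATM-like activity read as KAP-1 phosphorylation via AlphaLISA donor/acceptor antibody pairs after lysis and 6 hr at 25C. Cells were ATM-null patient fibroblasts ([…], hTERT), dosed 60 min, then exposed to the DSB inducer NCS for 30 min.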
Tb PFK block: qHTS Assay to Find Inhibitors of T. brucei phosphofructokinase; Potency, µM (top dose mostly 57.5 µM), without a hit: at the highest dose activity, negative = inhibition, actives largely listed as inhibitors; AID 485367, 2010; T. brucei PFK, ADP-Glo luminescence; actives 0.17% (n = 330,000); ATP-dependent 6-phosphofructokinase (Trypanosoma brucei brucei), O15648;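 note: potency is the fitted concentration of half-maximal effect; 0% = uninhibited 1x PFK enzyme wells and -100% = no-enzyme wells; nearly all actives have a fitted effect of over 60% in size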
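ADP-Glo luminescence quantified ADP after 45 min at room temperature, with 1.25 nM T. brucei PFK, 0.1 mM ATP and 0.5 mM fructose-6-phosphate in pH 8.0 TEA buffer. qHTS titrations up to 57 µM; curves classified by quality.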
TSG101-PTAP inh: qHTS Assay for Iinhibitors of HIV-1 Budding by Blocking the Interaction of PTAP/TSG101 | Fluorescence polarization, FITC-PTAP peptide / Tsg101 binding | Potency, µM (doses to about 115 µM), inactives show at the top dose activity change, negative = inhibition, most hits filed as inhibitors | 340,000 tested, under 10 active; active = well fitted inhibition curve with a large enough effect in the main read-out, with a control signal flat, not every such curve was filed as active; inconclusive = small, poorly fitted or top-dose-only effect, or effect the other way, or a change in a side signal; inactive = no such curve, though single readings can be large or run the other way; note: potency is the fitted concentration of half-maximal effect; % of control where 0% means no effect
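Compounds were pin-transferred onto Tsg101 binding domain (10 uM final) in HEPES pH 7.5 buffer, then FITC-PTAP peptide was added at 50 nM final. After 20 min at RT, polarization reported peptide displacement across a qHTS concentration series.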
Mito fusion yeast: qHTS Assay for Small Molecule Inhibitors of Mitochondrial Division or Activators of Mitochondrial Fusion | S. cerevisiae fusion-defective mutant growth rescue, CellTiterGlo 48 h | Potency, µM (doses to about 46.1 µM), for the others: at the highest dose growth rescue (activation), hits mostly activators | actives 0.23% (n = 320,000) | AID 485298, 2010;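 note: potency is the fitted concentration of half-maximal effect; % of control where 0% means no effect; nearly all actives have a fitted effect of over 45% in size; temperature-sensitive fusion mutants such as fzo1-1 at 37 °C on non-fermentable ethanol glycerol medium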
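Luminescent cell viability in 1536-well qHTS format served as the measure of rescued growth in ts fusion-mutant S. cerevisiae cultured on non-fermentable YPEG for 48 hours at 37C.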
Active calls of the source: *; u = inconclusive; x = not tested or not shown; [ ] = dose if it differs, or a comment. Unless noted, calls come from the whole dose curve; as a rule, active = well fitted curve in the direction sought with a large enough effect; inconclusive = small, poorly fitted or top-dose-only effect, or another doubt; inactive = no such curve, though single readings can be large; an effect the other way counts as inactive or inconclusive.

#	SMILES	ASM inhibitor	TSHR antagonist	Eya2 phos inh	Integrin act MD	ELG1 repair inh	BCR signal inh	TCR act	AT treatment	Tb PFK block	TSG101-PTAP inh	Mito fusion yeast
1	NC(=O)c1ccccc1N/C=C/C(=O)c1ccc(F)cc1	125%[activator]	8	-10%	18%	u	u	-4%	15%	-1%	6%	0%
2	CN1C(=O)C(C)(C)c2cc(S(=O)(=O)N3CCCC(C(=O)NCc4ccc(Cl)cc4)C3)ccc21 (centres undefined)	2%	-9	-5%	0%	15µM*	u	2%	2%	-12%	-3%	-3%
3	COc1ccc([C@@H]2C[C@@H](c3ccccc3)Oc3cc(OC)cc(OC)c32)cc1	-4%	-2	4%	11%	1%	u	-7%	-27%	2%	x	-1%
4	COc1cc(C(=O)Nc2ccc(S(=O)(=O)N3CCc4ccccc43)cc2)cc(OC)c1OC	-11%	-6	-33%	-33%	-14%	19%	1%	-1%	2%	-3%	0%
5	COc1ccc(CCN(C)C(=O)c2ccc3c(=O)n4c(nc3c2)CCCCC4)cc1OC	2%	x	5%	15%	16%	u	6%	3%	6%	-5%	x
6	O=C(NCc1ccccc1Cl)c1cccc(OC2CCN(C(=O)C3CC3)CC2)c1	-2%	-27	-14%	-38%	0%	-4%	-2%	2%	-11%	0%	1%
7	Cn1c(=O)cc(-c2ccccc2)c2ccccc21	-3%	-2	13%	8%[7.66 µM]	u	-14%	4%	-2%	13%	-1%	14%
8	CC(=O)c1cc(Cl)ccc1OCC(=O)Nc1cccc(S(=O)(=O)N2CCCC2)c1	-7%	3	11%	-47%[inhibitor]	-12%	-4%	5%	9%	1%	-2%	14%
9	COC(=O)NNC(=O)COc1ccccc1C	3%	-1	-15%	6%	-2%	0%	-10%[46.1 µM]	3%	1%	-1%	-5%
10	Cc1cccc(N2CCN(C(=O)c3ccc(NC4=NC5CS(=O)(=O)CC5S4)cc3)CC2C)c1 (centres undefined)	2%	-5	3%	0%	4%	0%	-2%	3%	1%	-4%	-2%
11	CC(C)COC(=O)Cn1cnc2ccc(Br)cc2c1=O	-2%	-9	16%	-23%	27%	15%	6%	4%	-2%	-5%	0%
12	CCOc1ccc(N(CC(=O)N2CCN(c3ccc(F)cc3)CC2)S(=O)(=O)c2c(C)noc2C)cc1	-2%	9	-12%	u	3%	-1%	1%	-6%	3%	-1%	5%
13	CN(C)CCNC(=O)c1ccc(COCC(F)(F)F)cc1	-1%	2	-17%	-12%	15%	u	1%	5%	1%	-8%	0%
14	COc1ccc(/C=C\C(=O)c2c(O)ccc3c(C)cc(=O)oc23)cc1	2%	-8	-15%	-26%	-15%	u	-3%	4%	2%	-5%	3%
15	Cc1ccc(Cl)cc1N1CCN(Cc2nc3ccsc3c(=O)[nH]2)CC1	-1%	-8	-14%	5%	0%	0%	-1%	-1%	-4%	-6%	21%
16	O=C(COC(=O)c1ccccc1O)Nc1cc(S(=O)(=O)N2CCCCCC2)ccc1Cl	0%	2	14%	6%	u	0%	-1%	2%	-2%	6%	4%
17	O=C1c2ccccc2C(=O)N1c1n[nH]c(CCc2ccccc2)n1	-1%	-17	-9%	8%	7%	u	x	-6%	-1%	-5%	-5%
18	O=C(CCC(=O)Nc1ccccc1)N/N=C/c1ccccc1F	2%	2	10%	3%	6%	-15%	0%	1%	4%	0%	15%
19	O=C(NCc1ccccc1)NC(=O)c1ccncc1	-3%	-2	1%	11%	-1%	4%	-2%	3%	1%	-5%	-3%
20	CC1CCCN(S(=O)(=O)c2ccc(C(=O)Nc3nnc(C4CC4)o3)cc2)C1 (centres undefined)	-1%	27	6%	-4%	-30%	6%	-3%	-5%	9%	-9%	-6%
21	CSc1ccc(-c2ccco2)nn1	1%	38	1%	-16%	u	-7%	7%	-3%	-2%	0%	10%
22	COc1cccc2sc(N(CCCN(C)C)C(=O)c3ccc(S(=O)(=O)N4CCc5ccccc5C4)cc3)nc12	7%	-6	-21%	-48%[inhibitor]	0%	u	5%	7%	-1%	-4%	-13%
23	C=CCNC(=S)N1CCc2[nH]c3ccccc3c2C1	2%	3	7%	17%	4%	u	14%	12%	-8%	-4%	-5%
24	COc1ccc(N2CCN(C(=O)CSc3nc4nc(C)cc(C)n4n3)CC2)cc1	-1%	8	-1%	u	0%	2%	9%	0%	2%	-2%	-4%
25	Cn1c2c(c(=O)n(C)c1=O)C(C(F)(F)F)(C(F)(F)F)N=C(C1CCCCC1)N2	0%	-8	-6%	11%	u	-12%	-7%[46.1 µM]	4%	3%	-3%	4%
26	O=C(Cn1c(-c2ccco2)nc2ccccc21)N1CCCCC1	4%	4	8%	18%	-5%	10%	4%	13%	2%	-10%	-1%
27	COc1ccc(S(=O)(=O)NCCCN2CCCC2=O)c(OC)c1	2%	6	-1%	1%	-5%	-6%	7%	8%	1%	-2%	-1%
28	COc1ccc(/C=C/c2ccc3c(Br)ccc(O)c3n2)cc1	18%	5	1%	-40%	u	u	-2%	-7%	9%	-3%	-16%
29	Cn1cc(/C=C/c2nc3ccccc3c(=O)n2-c2cccc([N+](=O)[O-])c2)c2ccccc21	-10%	6	1%	9%	6%	u	0%[46.1 µM]	-2%	2%	-7%	6%
30	O=C(O)CCCN1C(=O)/C(=C\c2ccc(-c3nc4ccccc4s3)o2)SC1=S	-9%	-5	1%	-5%	u	u	-1%	-22%	-20%	-2%	2%
31	O=C(NC1CCCN(Cc2ccc(Cl)cc2)C1)c1cnc2ccccn2c1=O (centres undefined)	45%[activator]	15	19%	0%	u	-5%	7%	2%	1%	-3%	2%
32	CN(C)S(=O)(=O)c1ccc(C(=O)NCCC(=O)N2CCCC2)cc1	-2%	2	4%	u	u	9%	1%	-9%	-12%	0%	0%
33	CC12CCC(=O)N1C(C(=O)O)Cc1c2[nH]c2ccccc12 (centres undefined)	6%	-12	11%[15.4 µM]	7%	-4%	0%	2%	9%	7%	-3%	-5%
34	Cc1ccc2c(=O)c(C(=O)NCc3cccs3)c[nH]c2c1	-3%	-8	-2%	1%	u	u	9%[46.1 µM]	x	0%	-4%	-3%
35	COc1cc(/C=C2\SC(=S)N(CC(=O)O)C2=O)ccc1OS(=O)(=O)c1ccc(C)cc1	3%	1	-9%	-25%	11%	11%	-32%	1%	0%	-2%	3%
36	Cc1cc(Br)c(NC(=O)CN2CCCC2)c(Br)c1	4%	-5	-11%	0%	u	1%	5%	4%	0%	-2%	-2%
37	O=C(Nc1cc(F)c(Br)cc1F)c1ccc(Cl)cc1	0%	-11	-7%	7%	u	u	8%	19%	3%	-1%	-2%
38	O=C(OCC(=O)N1CCCC1)c1cc(F)c(F)cc1Cl	-3%	-6	-14%	5%	15%	7%	3%	-4%	0%	1%	2%
